# Screening results as filed in PubChem.
# TRHR enhancer: TRH receptor (human) allosteric enhancement; enhancement, % at 2 µM; TRHR cells, fluo-8 calcium fluorescence, EC20 TRH enhancement; hit rate 0.66% among 360,000; P34981; in the data active means enhancement above about 30%; further: 0% is about no effect
#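 TRHR-expressing cells loaded with fluo-8 calcium dye were read kinetically (ex 480/em 530) during compound addition, then stimulated with an EC20 of TRH (10 nM final). Enhancement of the Gq-mediated intracellular calcium response was scored.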
# D1 antag: human D1 dopamine receptor antagonism. hit rate 3.2% among 360,000. activity change, negative = inhibition, % at 10 µM. HEK293 TREx D1 cells, calcium flux, dopamine EC80; hits give low values. P21728; in the data active means activity change below about -30%; further: on the % scale 0 is the no-effect control and ±100 the full control effect
# Target sequence (P21728 whole entry, looked up): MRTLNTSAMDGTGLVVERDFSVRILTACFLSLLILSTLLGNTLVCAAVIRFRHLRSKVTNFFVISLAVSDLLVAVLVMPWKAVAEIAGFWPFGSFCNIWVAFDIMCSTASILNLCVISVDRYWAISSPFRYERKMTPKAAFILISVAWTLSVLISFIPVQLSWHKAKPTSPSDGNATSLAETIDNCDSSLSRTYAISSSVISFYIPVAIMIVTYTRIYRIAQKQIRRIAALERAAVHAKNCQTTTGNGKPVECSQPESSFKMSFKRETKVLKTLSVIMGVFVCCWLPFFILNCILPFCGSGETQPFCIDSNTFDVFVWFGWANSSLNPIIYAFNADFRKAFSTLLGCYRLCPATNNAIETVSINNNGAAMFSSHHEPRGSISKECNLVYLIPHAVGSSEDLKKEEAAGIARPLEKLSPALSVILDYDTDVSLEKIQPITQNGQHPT
#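 Tetracycline-induced HEK293 T-REx cells with force-coupled D1 receptor were loaded with a no-wash calcium dye. Compound was added after a 10 s baseline and read kinetically for 180 s; EC80 dopamine was then added and calcium flux followed another 180 s.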
# D2 antag: D2 dopamine receptor (human) antagonism; hit rate 2% among 340,000; AID 485344; inhibition, % at 10 µM; HEK293 TREx D2 cells, calcium flux, dopamine EC80; P14416; in the data active means inhibition above about 30%; further: 0% is about no effect
# Target sequence (P14416 whole entry, looked up): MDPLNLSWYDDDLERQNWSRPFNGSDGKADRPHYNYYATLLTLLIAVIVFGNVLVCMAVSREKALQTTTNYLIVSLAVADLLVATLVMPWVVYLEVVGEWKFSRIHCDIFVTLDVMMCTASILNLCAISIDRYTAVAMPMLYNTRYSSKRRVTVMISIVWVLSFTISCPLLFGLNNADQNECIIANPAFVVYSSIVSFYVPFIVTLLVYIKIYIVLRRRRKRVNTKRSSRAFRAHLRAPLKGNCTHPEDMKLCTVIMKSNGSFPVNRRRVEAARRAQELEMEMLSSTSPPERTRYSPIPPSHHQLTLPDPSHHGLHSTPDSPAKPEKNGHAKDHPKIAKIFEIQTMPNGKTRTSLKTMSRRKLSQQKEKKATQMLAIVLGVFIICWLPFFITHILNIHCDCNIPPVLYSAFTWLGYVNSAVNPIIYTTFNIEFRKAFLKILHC
#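 HEK293 T-REx D2 cells, tet-induced, calcium dye no-wash. Cpd pintool add, 180 s kinetic, then EC80 DA, 180 s kinetic. Ca flux read.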
# D1 ag: activates the human D1 dopamine receptor | P21728 | HEK293 T-REx D1 cells, calcium flux, agonist mode | activation, % at 2 µM | hit rate 1% among 360,000; further: 0% is about no effect
#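 Tetracycline-induced HEK293 TREx D1 cells, force-coupled to calcium signalling, were dye-loaded with a no-wash calcium kit. Compound was pin-added after a 10 s baseline. Fluorescence was read kinetically at 1 cycle/s for 180 s, with calcium rises flagged as agonism.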
# RXFP1 antagonist: blocks the human relaxin receptor RXFP1. Q9HBX9. HEK293-RXFP1, relaxin-stimulated cAMP HTRF, 30 min; hits give low values. activity change, negative = inhibition, % at 57.5 µM. hit rate 0.59% among 350,000. AID 1259400;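 active means activity change of -60% or lower, but not beyond a set lower limit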; further: on the % scale 0 is the no-effect control and ±100 the full control effect
# D2 PAM: D2 dopamine receptor (human) potentiation. AID 485347. hit rate 0.34% among 340,000. P14416. HEK293 T-REx D2, calcium flux, EC20 dopamine potentiation. potentiation, % at 10 µM;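 active means potentiation over 3 SD above the plate norm, cut at about 30% in these data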; further: 0% is about no effect
#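 Calcium flux readout, no-wash dye, 1 read/s. Inducible HEK293 Trex D2 line, overnight 30 C. Compound alone 180 s (agonist flags), then EC20 dopamine, another 180 s to score potentiation.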
# D1 potentiator: enhances dopamine response at the human D1 receptor; HEK293 TREx D1 cells, calcium flux, dopamine EC20 potentiation; potentiation, % at 10 µM; hit rate 0.036% among 360,000; P21728; in the data active means potentiation above about 30%; further: 0% is about no effect
# D2 ag: agonists of human D2 dopamine receptor | activation, % at 2 µM | HEK293 T-REx D2 cells, calcium flux agonist mode | hit rate 0.53% among 340,000 | P14416;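 active means activation over 3 SD above normal in the single-dose calcium agonist read, cut at about 30% in these data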; further: 0% is about no effect
#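 HEK293 Trex D2 cells, tetracycline-induced, o/n 30 C 5% CO2; no-wash Ca dye, RT 30–90 min; 10-cycle baseline, 23 nl cpd added, kinetic Ca read 180 s; agonist hits = positive Ca response.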
# TRHR agonist: TRH receptor (human) agonism; P34981; TRHR cells, calcium flux fluo-8, FDSS agonist mode; activation, % at 2 µM; hit rate 0.18% among 360,000; AID 493084; further: 0% is about no effect
#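 TRHR-expressing cells, plated overnight in medium with 10% serum, were loaded with fluo-8 calcium dye at room temperature. After a 10 s baseline, library compound was pin-added and calcium release was recorded kinetically (ex 480/em 530) as agonist response.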
# * marks the source's active call; other numbers are inactive results; . = no result given; & = joins results of further samples. Unless noted, no stated cut-off is given here; in the data, active means activation above about 30%; inactive means the rest.
SMILES	TRHR enhancer	D1 antag	D2 antag	D1 ag	RXFP1 antagonist	D2 PAM	D1 potentiator	D2 ag	TRHR agonist
Cc1ccc(C)c(N(C(=O)Cn2nnc3ccccc32)C(C(=O)NC(C)(C)C)c2ccsc2)c1 (configuration not stated)	4.8	-4.7	9.6	-1.2	-15.6	7.8	5.6	-0.8	-0.5
CCOc1ccc(C2=Cc3cc(OC)c(OC)cc3C(=C(Cl)Cl)O2)cc1	2.1	2.9	0.5	4.0	.	2.1	-2.5	-0.1	-0.5
CC(=O)Nc1ccc(NC(=O)C2CCCN2S(=O)(=O)c2ccc3c(c2)CCCC(=O)N3)cc1 (configuration not stated)	5.3	-1.3	.	0.2	.	2.9	2.8	0.2	0.1
CCc1c(C(=O)N/N=C/c2ccc(C)o2)csc1C	-6.3	-11.8	14.2	1.4	7.7	-6.5	-6.3	-1.5	-0.1
COc1ccccc1Oc1ccc(S(=O)(=O)NCc2ccccn2)cc1	6.0	-54.3*	15.2	13.9	-7.6	.	-8.2	0.4	-0.4
Cc1ccc2c(c1)N(C(=O)c1ccco1)C(C)(C)c1ssc(=S)c1-2	-7.2	3.3	11.2	-0.2	-12.4	4.0	1.1	0.3	-1.7
COc1ccc(CC(=O)NNC(=O)c2ccc(Br)o2)cc1	4.4	3.2	.	5.8	8.2	.	-4.5	.	0.1
COc1ccc(/C=C/C(=O)Nc2nc3n(n2)C(c2ccccc2)C=C(c2ccc(Cl)cc2)N3)cc1 (configuration not stated)	-0.2	5.2	.	9.0	-28.0	6.5	-1.5	0.3	0.7
COc1ccc(C/C(N)=N/O)cc1	-0.9	-3.8	7.7	2.6	22.2	2.3	0.8	1.0	0.5
O=C(COC(=O)CNC(=O)c1ccc(Cl)c([N+](=O)[O-])c1)NNC(=O)c1cccs1	0.4	5.8	-12.1	0.2	-0.3	16.5	-5.5	0.5	-0.2
CC(C)(C)c1cnnn1-c1ccc(/C=N/Nc2ccc([N+](=O)[O-])cc2)cc1	3.6	8.2	-3.0	1.7	-12.5	-2.2	3.4	4.8	0.9
CCCc1ccc(C(=O)NC(=O)c2ccccc2O)cc1	6.6	-64.4*	-4.0	21.5	-16.1	-6.6	-5.0	2.8	3.4
O=C(COc1ccc(F)cc1)N(c1ccccn1)C1CCCCC1	0.3	10.3	-5.8	-0.1	.	-5.4	-10.2	2.2	0.2
COc1ccc(C2=NS(=O)(=O)N(C)C(C(=O)N3CCCCC3)=C2)cc1	-4.9	-19.5	-11.8	6.8	-12.3	-3.1	-6.0	1.3	0.3
c1ccc(CNc2nc(CN3CCOCC3)nc3scc(-c4ccccc4)c23)cc1	1.4	9.0	-14.1	9.8	-2.6	-1.7	-4.3	1.7	0.4
O=C(O)/C=C(\Oc1ccccc1)C1(O)CCCCC1	-3.4	-8.0	-8.3	4.0	4.9	6.2	-5.8	0.3	0.7
c1ccc(CSc2nc3ncncc3[nH]2)cc1	9.4	19.4	5.0	2.3	14.6	5.8	-4.8	-0.2	0.8
Cn1c(=O)c(=O)n(C)c2cc(N3CCCC3)c(NC(=O)c3ccccc3F)cc21	-3.0	0.9	.	0.5	-5.8	4.1	0.5	-1.7	-0.6
Cc1ccc(F)cc1S(=O)(=O)N1CCC(c2nc3ccccc3s2)CC1	-4.3	-5.4	.	20.1	-31.6	3.7	-0.5	1.3	1.5
COc1ccc(CC(=O)Nc2ccc(S(=O)(=O)N3CCCCC3)cc2)cc1OC	6.7	-6.1	-5.3	9.7	-2.3	24.1	1.1	0.7	1.8
CC(C)(C)c1nc(NCCO)c2nnn(Cc3ccccc3)c2n1	9.4	-1.8	10.1	3.1	-11.7	13.0	-6.5	0.8	0.2
Cc1cc(/C=N/NC(=O)c2ccc(O)cc2)c(C)n1CC(C)C	-0.9	-20.2	6.4	-0.2	-2.8	-3.7	-6.3	0.0	0.4
COc1cc(/C=N/n2c(-c3cc(C)[nH]n3)n[nH]c2=S)cc(OC)c1OC	3.3	3.4	7.1	4.0	-9.4	9.4	-1.1	0.3	-0.3
Cc1ccc(F)cc1CNC(=O)C1CCC(=O)N(CCc2ccccc2)C1 (configuration not stated)	-2.4	4.1	4.1	-0.4	29.8	7.4	1.2	-0.4	-0.6
COc1ccc(S(=O)(=O)Nc2nnc(CC(C)(C)C)s2)cc1	27.4	11.6	3.3	4.6	-16.6	1.4	1.0	0.6	0.1
COc1ccc(Nc2cc(C)nc(NCc3ccccc3)n2)cc1	-0.3	1.2	0.7	17.8	-9.2	-0.2	-2.8	0.3	-0.7
CC1CC(=O)C(C2c3ccccc3CCN2C(=O)CCl)C(=O)C1 (configuration not stated)	-3.5	10.2	-7.6	1.8	3.3	0.6	5.0	0.7	-0.8
CCC(=O)c1ccc(N2CCN(C(=O)c3cccc(F)c3)CC2)c(F)c1	-3.4	2.8	2.9	8.4	1.3	6.3	-6.3	1.2	-0.1
CC1CCN(S(=O)(=O)c2ccc3nc(N4CCN(c5ccc(F)cc5)CC4)ccc3c2)CC1	0.6	-0.3	.	1.4	5.7	-6.7	-4.9	0.4	0.0
Cc1ccc(C)c(NC(=O)Cn2c(=O)n(Cc3ccc4c(c3)OCO4)c(=O)c3ccccc32)c1	-2.1	5.6	.	5.2	.	7.6	-0.3	0.7	1.1
CCOc1ccc(C(=O)c2ccccc2C(=O)O)cc1OCC	-0.6	-3.6	16.5	2.3	-2.7	-2.4	-7.2	3.7	-0.5
Cc1ccc(S(=O)(=O)N2CCC(C(=O)NCCCN3CCOCC3)CC2)cc1C	3.0	7.0	-3.1	0.3	15.7	-0.6	-2.3	0.0	0.2
COc1ccc(Nc2nc3ccccc3n3cnnc23)cc1	-1.0	16.2	1.9	0.5	-17.3	10.9	-0.1	-0.8	-0.6
COC(=O)c1c(-c2cccs2)csc1NC(=O)COc1ccc(C(C)(C)C)cc1	-2.2	-1.0	.	2.1	-23.9	-0.8	0.1	2.3	1.0
CCC1CCCCN1C(=O)COc1cccc2c1CCN(C)C2=O (configuration not stated)	1.8	-10.1	-8.8	3.8	0.4	3.9	-1.5	-0.7	-0.1
CCOC(=O)c1ccc(NC(=O)CCCc2nc(-c3cc(OC)c(OC)c(OC)c3)no2)cc1	4.0	4.6	.	0.4	-16.4	-7.8	1.4	-1.0	0.1
O=C(CN1CCOCC1)NN=C1CCCCCCCCCCC1	2.4	2.7	-14.2	-0.4	12.5	8.8	-4.3	0.0	0.8
CCOc1ccc(-c2nc(CSCC(=O)NCc3ccco3)c(C)o2)cc1	-3.9	-37.3*	-27.1	4.2	-7.2	-2.6	-5.8	-2.9	-0.4
COc1cc(/C=C2/C(=O)NN(c3cccc(Cl)c3)C2=O)cc(OC)c1O	8.7	9.8	-20.7	15.5	.	10.2	-8.5	-0.2	9.4
COc1cccc(CN(CC(=O)NC2CCCC2)C(=O)CCC(=O)Nc2cc(C)on2)c1	10.4	-4.7	-43.5	1.2	-0.6	19.4	-2.4	-0.5	0.0

# Whole records as entered above:
# COc1ccc(Nc2nc3ccccc3n3cnnc23)cc1 reads TRHR enhancer: -1.0; D1 antag: 16.2; D2 antag: 1.9; D1 ag: 0.5; RXFP1 antagonist: -17.3; D2 PAM: 10.9; D1 potentiator: -0.1; D2 ag: -0.8; TRHR agonist: -0.6
# CCOC(=O)c1ccc(NC(=O)CCCc2nc(-c3cc(OC)c(OC)c(OC)c3)no2)cc1 reads TRHR enhancer: 4.0; D1 antag: 4.6; D2 antag: .; D1 ag: 0.4; RXFP1 antagonist: -16.4; D2 PAM: -7.8; D1 potentiator: 1.4; D2 ag: -1.0; TRHR agonist: 0.1

# (listing goes on)
SMILES	TRHR enhancer	D1 antag	D2 antag	D1 ag	RXFP1 antagonist	D2 PAM	D1 potentiator	D2 ag	TRHR agonist
COc1ccc(CC(=O)N/N=C\c2cc(Br)c(O)c(Br)c2)cc1	3.2	0.4	-5.2	1.1	-2.8	-4.5	-2.2	0.0	-0.6
S=C(NCCc1ccccc1)N/N=C/c1cccc(Cl)c1Cl	1.8	-2.5	-8.3	2.8	-4.4	18.0	-6.5	0.5	0.3
CCOc1ccc(N(CC(=O)N2CCC(Cc3ccccc3)CC2)S(C)(=O)=O)cc1	2.4	22.2	-3.2	0.4	-25.4	-8.2	8.9	-0.8	-0.9
Cc1cccc(C(=O)N2CCC(=O)N(C(COCc3ccccc3)Cc3ccccc3)CC2)c1 (configuration not stated)	0.8	5.7	-1.0	-1.9	.	3.2	2.1	-0.5	-1.0
COc1cccc2cc(-c3nnc(Nc4ccccc4C)s3)c(=O)oc12	-6.6	16.3	.	5.5	2.2	4.2	-1.0	0.8	1.1
CCOC(=O)N1CCN(C(=O)c2ccc(N3C(=O)c4ccccc4C3=O)cc2)CC1	-0.6	-20.1	-9.6	3.0	-1.7	3.7	-3.2	0.0	-0.3
CCCc1cc(=O)[nH]c(SCc2nc3ccccc3s2)n1	-22.9	5.5	16.0	0.9	-17.4	9.1	1.1	0.0	-0.2
O=C(C1=C(Nc2ccccc2)c2ccccc2S(=O)(=O)N1)c1ccccc1	0.8	4.2	39.7*	2.2	5.7	2.8	-7.2	0.3	1.4
CCOc1ccc(N(CC(=O)Nc2c(C)n(C)n(-c3ccccc3)c2=O)S(=O)(=O)c2ccccc2)cc1	-5.7	13.3	.	1.4	-21.2	.	4.3	.	-1.2
CCCCn1c(CN2CCN(c3cccc(Cl)c3)CC2)nc2c1c(=O)n(C)c(=O)n2C	7.8	-31.4*	.	5.7	-8.7	.	19.4	.	-0.1
N#C/C(=C(/O)C(Cl)c1ccccc1)c1nc2ccccc2s1 (configuration not stated)	5.2	-1.1	-19.3	-2.5	-13.1	-7.8	4.0	1.1	-0.1
COc1cc(NC(=O)CCCc2nnc3n(C)c(=O)c4sccc4n23)cc(OC)c1OC	4.2	2.2	.	0.0	10.4	-0.8	1.4	0.4	0.7
CCOc1ncccc1C(=O)OCC(=O)Nc1cc(C)ccc1C	-0.8	22.0	3.7	-0.4	-8.0	-4.6	2.8	0.0	-0.6
COc1ccc(N(CC(=O)Nc2ccc3c(c2)OCO3)S(=O)(=O)c2ccccc2)cc1	-1.1	-25.4	-9.2	3.8	0.8	4.2	-2.0	-2.0	-0.3
CCC(C)NC(=O)c1cn(CC)c2cc(N3CCN(C(=O)c4ccco4)CC3)c(F)cc2c1=O (configuration not stated)	9.2	-4.3	11.6	0.6	-4.7	-4.3	-3.7	0.0	-0.7
O=S(=O)(c1ccc(-c2cnc(C3CC3)o2)cc1)N1CCN(c2ccccc2)CC1	17.0&2.2	18.0&2.6	6.8	0.6&0.0	2.5	11.1&-0.8	1.0&0.2	-0.1&-1.1	0.1&0.0
